Rac1 act GTP bind: GTP binding modulators of activated mutant Rac1, primary screen, biochemical, bead-based flow cytometry, multiplex, fluorescent GTP; 0.11% of 190,000 active; Ras-related C3 botulinum toxin substrate 1 (Homo sapiens), P63000; GST-Rac1 activated beads; actives lie on both sides; 100% means binding = to untreated wells; AID 764, 2007; percent activity (GTP binding), % at 10 µM;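 active = GTP binding at least 20 percentage points away from the 100% baseline, in either direction, so actives lie on both sides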
Rab2A wt mod: modulators of GTP binding to Rab2A wildtype, primary screen, biochemical, dog, bead-based flow cytometry, multiplex. Ras-related protein Rab-2A (Canis lupus familiaris), P61105. GST-Rab2 wt beads, Bodipy-GTP binding. GTP binding activity, % at 10 µM. 0.19% of 190,000 active;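 active = GTP binding activity at least 20 points away from 100%, either lowered or raised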;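 note: 0% = beads with excess unlabeled GTP and 100% = no-compound control corrected for plate trend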
HRas wt GTP: modulators of GTP binding to HRas wildtype, primary screen, biochemical, bead-based flow cytometry, multiplex; GST-Ras wt beads, Bodipy-FL-GTP binding; actives lie on both sides; GTP binding activity, % at 10 µM; 0.14% of 190,000 active; AID 759, 2007; GTPase HRas (Homo sapiens), P01112;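 active = GTP binding activity at least 20% away from the 100% baseline, either lowered as inhibitor or raised as activator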;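 note: 0% = unlabeled GTP competition control and 100% = no-compound control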
Target sequence (P01112 whole entry, looked up): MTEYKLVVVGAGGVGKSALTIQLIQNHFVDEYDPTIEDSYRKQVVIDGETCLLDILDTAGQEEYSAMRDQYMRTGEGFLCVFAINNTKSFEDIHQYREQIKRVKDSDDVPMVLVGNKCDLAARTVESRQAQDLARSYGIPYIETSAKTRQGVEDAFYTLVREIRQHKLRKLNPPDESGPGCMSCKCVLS
Cdc42 wt: modulators of GTP binding to wildtype Cdc42, primary screen, biochemical, multiplex bead flow cytometry, Bodipy-GTP; Cell division control protein 42 homolog (Homo sapiens), P60953; GST-Cdc42 beads; actives lie on both sides; percent activity (GTP binding), % at 10 µM; 0.2% of 190,000 active; AID 761, 2007;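 active = percent activity GTP binding at least 20 points away from the 100% baseline, either down as inhibitor or up as activator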;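 note: median bead fluorescence of bound Bodipy-FL-GTP at 100 nM; 0% = excess unlabeled GTP control and 100% = no compound control; below 100% means less GTP binding so inhibitor and above means activator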
Target sequence (P60953 whole entry, looked up): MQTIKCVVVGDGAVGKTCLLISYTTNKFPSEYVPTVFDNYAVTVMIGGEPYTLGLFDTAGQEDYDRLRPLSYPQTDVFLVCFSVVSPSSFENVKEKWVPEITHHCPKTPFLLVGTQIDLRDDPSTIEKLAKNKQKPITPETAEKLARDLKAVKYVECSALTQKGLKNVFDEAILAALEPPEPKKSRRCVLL
Bim-Bcl-B: inhibitors of Bim-Bcl-B binding, primary screen, biochemical, multiplexed, human Bcl-2 family | Bcl-2-like protein 10 (Homo sapiens), Q9HD36 | bead-based flow cytometry, Bim peptide-Bcl-B binding | inhibition, % at 10 µM | 0.073% of 190,000 active | AID 951, 2007;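 note: 0% = tracer peptide without compound and 100% = reference inhibitor peptide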
Bcl-W Bim block: inhibitors of Bim binding to Bcl-W, primary screen, biochemical, multiplexed, bead-based flow cytometry; AID 952, 2007; inhibition, % at 10 µM; Bcl-2-like protein 2 (Homo sapiens), Q92843; Bim peptide-Bcl-W binding; 0.02% of 190,000 active;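 note: 0% = bound tracer without compound and 100% = peptide blocker; higher means less fluorescent Bim peptide bound to Bcl-W beads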
Bcl-XL Bim block: inhibitors of Bim-Bcl-XL binding, primary screen, biochemical, multiplexed, bead flow cytometry, human Bcl-XL. 0.04% of 190,000 active. inhibition, % at 10 µM. Bcl-2-like protein 1 (Homo sapiens), Q07817. Bim peptide-Bcl-XL binding, fluorescence. AID 1007, 2008
Target sequence (Q07817 whole entry, looked up): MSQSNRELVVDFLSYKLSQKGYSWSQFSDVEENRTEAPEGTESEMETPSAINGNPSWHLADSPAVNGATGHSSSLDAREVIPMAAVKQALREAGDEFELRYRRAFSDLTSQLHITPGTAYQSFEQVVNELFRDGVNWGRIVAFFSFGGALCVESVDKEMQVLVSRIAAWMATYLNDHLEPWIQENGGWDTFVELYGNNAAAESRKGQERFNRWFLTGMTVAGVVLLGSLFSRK
Bim-Bfl-1: inhibitors of Bim binding to Bfl-1, primary screen, biochemical, multiplexed, bead-based flow cytometry; Bcl-2-related protein A1 (Homo sapiens), Q16548; Bim-Bfl-1 binding inhibition; inhibition, % at 10 µM; 0.12% of 190,000 active; AID 1008, 2008;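 note: 0% = wells without compound plus tracer and 100% = blocker peptide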
Rab7 wt modul: modulators of GTP binding to Rab7, primary screen, biochemical, wildtype, multiplex bead flow cytometry; GST-Rab7 beads, fluorescent GTP binding; actives lie on both sides; untreated = 100%, excess cold GTP = 0%; Rab7 GTPase wild type (dog), Bodipy-FL-GTP binding; 0.055% of 190,000 active; AID 758, 2007; GTP binding activity (percent of control), % at 10 µM;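 active = fluorescent GTP binding to Rab7 beads changed by at least 20 points from the 100% baseline, either direction, mostly lower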;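 note: median green fluorescence of bound Bodipy-FL-GTP per Rab7 bead population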
Bim-Bcl-2: inhibitors of Bim-Bcl-2 binding, primary screen, biochemical, multiplexed, human Bcl-2 family; AID 950, 2007; 0.06% of 190,000 active; inhibition, % at 10 µM; Apoptosis regulator Bcl-2 (Homo sapiens), P10415; Bead-based flow cytometry, Bim peptide-Bcl-2 binding; in the data active = inhibition above about 40%;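 note: 0% = no compound wells with probe peptide and 100% = reference peptide inhibitor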
Target sequence (P10415 whole entry, looked up): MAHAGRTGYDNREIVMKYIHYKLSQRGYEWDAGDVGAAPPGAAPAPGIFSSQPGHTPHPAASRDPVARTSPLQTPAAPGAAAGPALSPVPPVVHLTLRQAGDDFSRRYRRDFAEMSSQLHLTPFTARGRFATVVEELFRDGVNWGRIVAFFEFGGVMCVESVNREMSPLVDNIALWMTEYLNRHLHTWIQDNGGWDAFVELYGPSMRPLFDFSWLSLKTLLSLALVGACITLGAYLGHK
Rac1 wt GTP bind: wildtype Rac1 GTP binding modulators, primary screen, biochemical, GST-Rac1 beads, flow cytometry, multiplex; GTP binding activity (% of control), % at 10 µM; Ras-related C3 botulinum toxin substrate 1 (Homo sapiens), P63000; fluorescent GTP binding; actives lie on both sides; 0 = cold GTP competed, 100 = untreated; AID 757, 2007; 0.27% of 190,000 active;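 active = GTP binding activity at least 20 points away from the 100% control level, either lower or higher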
Starred values were filed as active, the others as inactive. Cut-off read from the data, not from the text of the source, unless noted: active = inhibition above about 40%.

SMILES | Rac1 act GTP bind | Rab2A wt mod | HRas wt GTP | Cdc42 wt | Bim-Bcl-B | Bcl-W Bim block | Bcl-XL Bim block | Bim-Bfl-1 | Rab7 wt modul | Bim-Bcl-2 | Rac1 wt GTP bind
COCCN(C(=O)CSc1nnc2cc(C)c3ccccc3n12)c1c(N)n(Cc2ccccc2)c(=O)[nH]c1=O | 98 | 97 | 101 | 105 | -12 | -6 | -8 | -7 | 96 | -9 | 105
Cc1cccc(NC(=O)CN2C(=O)COc3ccc(Cl)cc32)c1 | 101 | 102 | 104 | 105 | -6 | -1 | -6 | -2 | 104 | -3 | 106
CSc1cccc(NC(C)C(=O)NCc2ccccc2)c1 (stereo not given) | 98 | 96 | 97 | 97 | -4 | 0 | -3 | -4 | 98 | 0 | 97
O=C(CSc1cccc2cccnc12)N1CCCC1 | 98 | 100 | 102 | 104 | -1 | -3 | -1 | 0 | 101 | 1 | 105
Cc1cc(C)cc(N(CC(=O)NCc2ccco2)C(=O)c2snc(C(N)=O)c2N)c1 | 90 | 93 | 94 | 94 | -3 | -4 | -7 | 1 | 92 | 0 | 97
C/C(CCc1ccccc1)=N\NC(=O)c1ccc(CN2CCOCC2)cc1 | 97 | 100 | 99 | 97 | -1 | -1 | -5 | -8 | 103 | -3 | 98
Cn1cccc1Cc1nnc(SCC(=O)NCc2ccccc2Cl)n1-c1ccc(F)cc1 | 103 | 104 | 104 | 106 | -4 | 2 | -1 | -9 | 101 | -5 | 107
CCOc1ccc2c(c1)c1nnc(SCC3CCCO3)nc1n2C (stereo not given) | 99 | 97 | 98 | 99 | -1 | -2 | -3 | -2 | 97 | -5 | 102
COc1c(Cl)cc(-c2noc(C)c2C(=O)NCCc2ccc(C)cc2)cc1Cl | 94 | 98 | 96 | 98 | -9 | 0 | -1 | -8 | 97 | -7 | 99
O=C(CSc1ccc2nnc(-c3cccnc3)n2n1)c1ccccc1 | 93 | 89 | 88 | 89 | 0 | -2 | 2 | -4 | 99 | -1 | 94
CCOC(=O)c1ccc(NC(=O)c2cccc(S(=O)(=O)N3CCOCC3)c2)cc1 | 94 | 94 | 98 | 96 | -11 | -1 | -4 | -16 | 97 | -11 | 96
O=C(Nc1ncccn1)c1cccs1 | 94 | 97 | 99 | 97 | -3 | -3 | -5 | -6 | 99 | -1 | 97
O=C(CSc1cccc[n+]1[O-])Nc1ccc2c(c1)OCO2 | 95 | 95 | 94 | 95 | -4 | 0 | -1 | -2 | 94 | 0 | 97
O=C(CSc1nc(-c2ccco2)cc(C(F)(F)F)n1)Nc1ccccc1C(F)(F)F | 95 | 96 | 96 | 99 | 0 | 3 | 1 | 3 | 96 | -6 | 101
CC1(C)CC(CC(=O)Nc2ccccn2)C(=O)O1 (stereo not given) | 100 | 103 | 102 | 104 | -6 | -4 | 0 | -3 | 101 | -1 | 104

Single records (already shown):
O=C(Nc1ncccn1)c1cccs1 reads Rac1 act GTP bind = 94; Rab2A wt mod = 97; HRas wt GTP = 99; Cdc42 wt = 97; Bim-Bcl-B = -3; Bcl-W Bim block = -3; Bcl-XL Bim block = -5; Bim-Bfl-1 = -6; Rab7 wt modul = 99; Bim-Bcl-2 = -1; Rac1 wt GTP bind = 97
O=C(CSc1cccc[n+]1[O-])Nc1ccc2c(c1)OCO2 reads Rac1 act GTP bind = 95; Rab2A wt mod = 95; HRas wt GTP = 94; Cdc42 wt = 95; Bim-Bcl-B = -4; Bcl-W Bim block = 0; Bcl-XL Bim block = -1; Bim-Bfl-1 = -2; Rab7 wt modul = 94; Bim-Bcl-2 = 0; Rac1 wt GTP bind = 97

Continuation:
SMILES | Rac1 act GTP bind | Rab2A wt mod | HRas wt GTP | Cdc42 wt | Bim-Bcl-B | Bcl-W Bim block | Bcl-XL Bim block | Bim-Bfl-1 | Rab7 wt modul | Bim-Bcl-2 | Rac1 wt GTP bind
CCOC(=O)N1CCN(C(=S)NC(C)(C)C)CC1 | 99 | 100 | 101 | 102 | 1 | -2 | 0 | -2 | 102 | -1 | 106
CCNc1nc(OCCNS(=O)(=O)c2cc(C)ccc2C)nc(N(C)C)n1 | 98 | 98 | 98 | 100 | -6 | 0 | -9 | -7 | 99 | -5 | 101
Cc1cc(NC(=O)CSc2nc3ccccc3c(=O)n2Cc2ccccc2)no1 | 98 | 97 | 100 | 102 | -6 | -3 | -8 | -20 | 100 | -6 | 106
O=c1c2ccccc2ncn1CCCOc1ccccc1[N+](=O)[O-] | 94 | 93 | 97 | 96 | -5 | 1 | 8 | -14 | 93 | -8 | 93
Cc1ccc(-c2noc(-c3ccccc3C(=O)N3CCN(C)CC3)n2)cc1 | 97 | 99 | 97 | 98 | -6 | -5 | -5 | -6 | 99 | -10 | 100
C=CCOc1ccc(/C=N\NC(N)=S)cc1 | 96 | 95 | 97 | 97 | -2 | -5 | -4 | 4 | 92 | -1 | 98
O=C1c2ccccc2C(=O)N1CC(O)CNc1ccc(Br)cc1 (stereo not given) | 100 | 98 | 101 | 100 | -3 | -3 | -7 | -3 | 97 | -4 | 105
NC(=O)CC[C@@H]1NC(=O)[C@H](CO)NC(=O)c2cc([N+](=O)[O-])cc(I)c2NCCCC[C@@H](C(N)=O)NC(=O)[C@H](Cc2ccc(O)cc2)NC1=O | 99 | 97 | 99 | 98 | -4 | 0 | -1 | 0 | 93 | 0 | 100
O=C(CCc1nc(-c2ccccc2F)no1)NCCN1CCc2ccccc2C1 | 101 | 103 | 103 | 102 | -6 | -2 | -8 | -16 | 102 | -6 | 107
CC(C)(C)C1CCc2c(C(=O)NNC(=O)CCCC(=O)O)csc2C1 (stereo not given) | 98 | 98 | 100 | 100 | -7 | -5 | -9 | -1 | 99 | -3 | 99
COC(=O)c1nn(-c2ccc(OC)cc2)c(=O)c2c(N)sc(C)c12 | 97 | 95 | 98 | 97 | -61 | -13 | -25 | 13 | 99 | -5 | 98
Cc1ccc(S(=O)(=O)N2CCOCC2)cc1C(=O)N1c2ccccc2Sc2ccccc21 | 98 | 97 | 100 | 98 | -1 | -4 | -7 | -5 | 99 | -5 | 106
CC(/C=C/c1ccccc1F)=N\NC(=O)c1ccccc1 | 98 | 101 | 104 | 102 | -5 | 0 | -1 | -6 | 109 | -2 | 106
CCOC(=O)c1sc(NS(=O)(=O)c2cc(C)ccc2C)nc1C | 91 | 94 | 94 | 93 | -2 | -4 | -2 | -5 | 95 | -3 | 95
O=C(Nc1ccc2nn(-c3ccccc3)nc2c1)c1cccnc1 | 97 | 98 | 100 | 100 | 1 | 2 | 3 | -4 | 99 | -1 | 100

Two records picked at random from those above, as already listed:
SMILES | Rac1 act GTP bind | Rab2A wt mod | HRas wt GTP | Cdc42 wt | Bim-Bcl-B | Bcl-W Bim block | Bcl-XL Bim block | Bim-Bfl-1 | Rab7 wt modul | Bim-Bcl-2 | Rac1 wt GTP bind
COC(=O)c1nn(-c2ccc(OC)cc2)c(=O)c2c(N)sc(C)c12 | 97 | 95 | 98 | 97 | -61 | -13 | -25 | 13 | 99 | -5 | 98
O=C(CCc1nc(-c2ccccc2F)no1)NCCN1CCc2ccccc2C1 | 101 | 103 | 103 | 102 | -6 | -2 | -8 | -16 | 102 | -6 | 107

Following part
SMILES | Rac1 act GTP bind | Rab2A wt mod | HRas wt GTP | Cdc42 wt | Bim-Bcl-B | Bcl-W Bim block | Bcl-XL Bim block | Bim-Bfl-1 | Rab7 wt modul | Bim-Bcl-2 | Rac1 wt GTP bind
CC(=NCc1ccc2c(c1)OCO2)C1=C(O)c2ccccc2C1=O | 90 | 95 | 96 | 95 | -4 | -5 | -19 | -5 | 95 | -6 | 99
CCN(CC)CCCNC(=O)c1sc2nc(-c3ccc(F)cc3)cn2c1C | 96 | 94 | 94 | 94 | -1 | -3 | -1 | -3 | 94 | -1 | 93
CC(C)CC(c1nnnn1C1CCCC1)N1CCN(c2ccccc2F)CC1 (stereo not given) | 98 | 99 | 98 | 98 | -2 | 3 | 1 | 0 | 94 | -6 | 99
COc1ccc(N2CC(O)(c3ccc(OC(F)F)cc3)[N+]3=C2CCCC3)cc1 (stereo not given) | 97 | 101 | 101 | 103 | -1 | 0 | -1 | -2 | 105 | 0 | 102
CCc1ccccc1NC(=S)NC1CC2CCC(C1)N2Cc1ccco1 (stereo not given) | 101 | 101 | 103 | 105 | -11 | 1 | 0 | -10 | 98 | -2 | 109
COc1ccc(-c2ccnc(SCC(=O)c3ccc(Cl)cc3)n2)cc1 | 93 | 95 | 96 | 96 | -8 | -4 | -6 | -4 | 98 | -8 | 96
O=C(N/N=C/c1ccc(OC2CSC2)cc1)c1ccccc1 | 101 | 103 | 103 | 103 | 1 | -2 | -3 | 12 | 104 | 6 | 107
c1ccc(Cn2c(-c3ccccc3)nc3nc4ccccc4nc32)cc1 | 102 | 102 | 104 | 100 | -2 | 0 | -2 | -1 | 102 | 2 | 104
Cc1nn(C)cc1CNC(=O)COc1ccc(Cl)cc1Cl | 99 | 101 | 101 | 98 | -5 | -6 | -8 | -1 | 97 | -4 | 105

Bioassay records deposited in PubChem by NMMLSC.

The order is random, and some 0.62% of all compounds hit somewhere here.
